Screening data from PubChem BioAssay.
Imprint erasure: induces erasure of genomic imprints in mouse ES cells. 110,000 tested, 0.02% active. AID 1948. Potency, µM (titrated, usually from 60.7 µM), for inactives: top-dose activity change, positive = activation, most hits filed as activators. mouse ES Peg3-LacZ reporter, beta-gal luminescence, 40 h; active = well fitted activation curve with a large enough effect;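 also: 0% = negative control wells on the plate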
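Each well holds 300 Peg3LacZ-Neo (maternal) female ES cells incubated 40 h at 37C, 5% CO2. LacZ is measured by BetaGlo luminescence, with AC50 and maximum efficacy derived from dose-response curves.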
IkB signaling: suppresses IkB signaling in ABC-DLBCL reporter cells; 110,000 tested, 0.04% active; ABC-DLBCL IkBa-CBG/CBR dual luciferase ratio, 4 h; response scale: scaled: untreated 0%, proteasome inhibitor 100%; Potency, µM (doses to about 57.1 µM), without a hit: at the top dose IkBa stabilization activation; AID 445; active = well fitted curve in the direction sought with a large enough effect in the signal ratio, not every such curve was filed as active; the % refers to the signal ratio;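 also: the direction sought is a rising ratio; 0% = basal untreated cells and 100% = reference inhibitor full response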
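In this assay, an IκBα–CBG68 fusion accumulates when IKK-driven degradation is blocked; native CBR normalizes for cell number. OCI-Ly3 cells were treated 4 h with compound and doxycycline, then green and red light read after Chroma-Glo addition.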
Numbers without * were called inactive; / = no result given; [ ] = dose if it differs, or a comment. Potency is read from the fitted curve at half-maximal effect. These rows are one share of the data. The share of hits here may be higher or lower than overall.

SMILES: Nc1ncnc2nc[nH]c12.Nc1ncnc2nc[nH]c12.[Cl][Pt]([Cl])([Cl])[Cl]
  Imprint erasure: / | IkB signaling: 1.2%[11.4 µM]
SMILES: Cc1c(C(=O)O)c(O)cc2c1C(=O)c1c(O)c([C@@H]3O[C@H](CO)[C@@H](O)[C@H](O)[C@@H]3O)c(O)c(O)c1C2=O
  Imprint erasure: / | IkB signaling: -0.3%[11.4 µM]
SMILES: CN[C@@H]1[C@H](O)[C@H](NC)[C@@H]2O[C@]3(O)C(=O)C[C@@H](C)O[C@H]3O[C@@H]2[C@H]1O
  Imprint erasure: / | IkB signaling: 0.7%[11.4 µM]
SMILES: CC1(C)[C@@H](O[C@H]2O[C@H](C(=O)O)[C@@H](O)[C@H](O)[C@H]2O[C@@H]2O[C@H](C(=O)O)[C@@H](O)[C@H](O)[C@H]2O)CC[C@]2(C)[C@H]3C(=O)C=C4[C@@H]5C[C@@](C)(C(=O)O)CC[C@]5(C)CC[C@@]4(C)[C@]3(C)CC[C@@H]12
  Imprint erasure: -4.8% | IkB signaling: /
SMILES: C[C@@H]1CC[C@]2(C(=O)O)CC[C@]3(C)C(=CCC4[C@@]5(C)C[C@@H](O)[C@H](O)[C@@](C)(CO)C5CC[C@]43C)C2[C@H]1C (stereo partly specified)
  Imprint erasure: -0.1% | IkB signaling: /
SMILES: CCCCC(CC)COC(=O)c1ccccc1O (stereo unspecified)
  Imprint erasure: -3.2% | IkB signaling: /

2 entries from above, set out differently:
Below each SMILES – Imprint erasure, IkB signaling
- C[C@@H]1CC[C@]2(C(=O)O)CC[C@]3(C)C(=CCC4[C@@]5(C)C[C@@H](O)[C@H](O)[C@@](C)(CO)C5CC[C@]43C)C2[C@H]1C (stereo partly specified)
    -0.1%, /
- CCCCC(CC)COC(=O)c1ccccc1O (stereo unspecified)
    -3.2%, /

Sorted by the number under Imprint erasure (ascending): some entries from above.
compound | Imprint erasure
CC1(C)[C@@H](O[C@H]2O[C@H](C(=O)O)[C@@H](O)[C@H](O)[C@H]2O[C@@H]2O[C@H](C(=O)O)[C@@H](O)[C@H](O)[C@H]2O)CC[C@]2(C)[C@H]3C(=O)C=C4[C@@H]5C[C@@](C)(C(=O)O)CC[C@]5(C)CC[C@@]4(C)[C@]3(C)CC[C@@H]12 | -4.8%
CCCCC(CC)COC(=O)c1ccccc1O (stereo unspecified) | -3.2%
C[C@@H]1CC[C@]2(C(=O)O)CC[C@]3(C)C(=CCC4[C@@]5(C)C[C@@H](O)[C@H](O)[C@@](C)(CO)C5CC[C@]43C)C2[C@H]1C (stereo partly specified) | -0.1%
